Screening results: PubChem, National Center for Advancing Translational Sciences (NCATS)
AmpC inh no detg – AmpC beta-lactamase inhibition without detergent. P00811. AmpC nitrocefin hydrolysis, absorbance 480 nm, 0.0001% Triton. Potency, µM (doses to about 57.1 µM), inactives show at the highest dose activity change, negative = inhibition, hits mostly inhibitors. 0.52% of 330,000 active. AID 485341;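 also: potency is read from the fitted curve at half-maximal effect; plate controls were no compound for no effect and no enzyme for full effect; nearly all actives have a fitted effect of over 20% in size; some results filed as inactive show a strong effect at the top dose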
Target sequence (P00811 whole entry, looked up): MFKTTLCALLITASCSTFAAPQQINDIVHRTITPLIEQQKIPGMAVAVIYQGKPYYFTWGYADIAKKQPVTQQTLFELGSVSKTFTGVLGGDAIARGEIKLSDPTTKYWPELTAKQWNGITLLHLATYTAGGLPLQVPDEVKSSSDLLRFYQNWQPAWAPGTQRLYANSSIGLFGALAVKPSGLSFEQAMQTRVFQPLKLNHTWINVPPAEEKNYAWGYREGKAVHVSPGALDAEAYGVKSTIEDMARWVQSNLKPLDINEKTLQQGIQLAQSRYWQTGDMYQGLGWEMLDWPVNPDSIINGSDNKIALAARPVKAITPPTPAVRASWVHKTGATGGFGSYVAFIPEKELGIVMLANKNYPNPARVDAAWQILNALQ
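20 mM phosphate pH 7.0 + 0.01% (detergent screen) or 0.0001% Triton X-100; 5.3 nM AmpC reagent; cpd preinc 15 min RT; nitrocefin (800 uM stock) to start; A480 q20 s × 4 min; Activity was normalised to no-enzyme and no-compound control wells.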
Shiga toxin inh – blocks Shiga toxin action in Vero cells; 9.2% of 290,000 active; inhibition, % at 38.7 µM; AID 2315; Vero cells, Shiga toxin protein synthesis inhibition reporter; in the data active = inhibition mostly above about 28%, no sharp cut-off; inactive = mostly below about 43%; also: 0% is about no effect
LmPK inh – LmPK (Leishmania mexicana) enzyme inhibition | Q27686 | purified LmPK, Kinase-Glo ATP luminescence, 1 h | Potency, µM (titrated, usually from 57.5 µM), for the others: at the top dose activity change, negative = inhibition, hits mostly inhibitors | 0.37% of 290,000 active; also: potency is read from the fitted curve at half-maximal effect; % is scaled to controls: 0 for no effect and ±100 for the full control effect
Target sequence (Q27686 whole entry, looked up): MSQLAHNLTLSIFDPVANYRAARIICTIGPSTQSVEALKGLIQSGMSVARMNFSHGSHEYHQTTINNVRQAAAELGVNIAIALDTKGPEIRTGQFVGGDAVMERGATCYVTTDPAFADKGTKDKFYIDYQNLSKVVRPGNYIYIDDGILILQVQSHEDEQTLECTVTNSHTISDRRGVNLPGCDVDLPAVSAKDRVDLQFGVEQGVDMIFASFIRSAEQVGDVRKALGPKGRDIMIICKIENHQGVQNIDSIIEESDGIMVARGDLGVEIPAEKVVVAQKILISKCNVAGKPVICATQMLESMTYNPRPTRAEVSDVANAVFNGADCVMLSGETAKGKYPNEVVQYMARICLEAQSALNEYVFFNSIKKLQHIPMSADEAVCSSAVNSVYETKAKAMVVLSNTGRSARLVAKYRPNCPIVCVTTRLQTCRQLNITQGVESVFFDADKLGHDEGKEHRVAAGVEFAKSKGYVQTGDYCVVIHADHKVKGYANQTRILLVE
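In 50 mM imidazole pH 7.2 with 7 mM MgCl2, LmPK (0.1 nM) turned over PEP (0.5 mM) and ADP (0.1 mM) for 1 h at room temperature. Luciferase read-out of ATP.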
Pf growth 48h – P. falciparum growth inhibition at 48 hours (one generation) | P. falciparum luciferase growth in erythrocytes, 48 h | Potency, µM (top dose mostly 28.7 µM), for inactives: top-dose activity change, negative = inhibition, hits mostly inhibitors | 5.9% of 310,000 active; also: potency is read from the fitted curve at half-maximal effect; % is scaled to controls: 0 for no effect and ±100 for the full control effect
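Here the parasites carry a stable luciferase gene and grow inside erythrocytes in Albumax-based RPMI medium with compound for one erythrocytic cycle. Activity is scored as loss of luminescent signal.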
Pf growth 96h – P. falciparum growth inhibition at 96 hours. AID 504834. Potency, µM (doses to about 28.7 µM), inactives show at the highest dose activity change, negative = inhibition, usual class: inhibitors. 6.9% of 320,000 active. P. falciparum luciferase reporter growth, 96 h; also: potency is read from the fitted curve at half-maximal effect; % is scaled to controls: 0 for no effect and ±100 for the full control effect
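Parasite growth measured via integrated firefly luciferase reporter in P. falciparum. Infected erythrocytes at 2% hematocrit, 0.05% parasitemia final were treated 96 hours at 37 C under 5% CO2, and luminescence was read.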
Cycloheximide cs – counter-screen hit for Shiga toxin inhibitors, cycloheximide | 12% of 300,000 active | max response, % | cell reporter, cycloheximide protein synthesis inhibition counterscreen; in the data active = max response mostly above about 13%, no sharp cut-off; inactive = mostly below about 14%; also: read at 38.3 µM for the half of the compounds with a filed dose; 0% is about no effect
TbPYK inhibitor – T. brucei pyruvate kinase inhibition; Potency, µM (highest dose often 76.8 µM), inactives show top-dose activity, negative = inhibition, hits mostly inhibitors; Q57TT1; 0.12% of 410,000 active; TbPYK enzyme, Kinase-Glo Plus ATP luminescence, 45 min; also: potency is read from the fitted curve at half-maximal effect; % is scaled to controls: 0 for no effect and ±100 for the full control effect; nearly all actives have a fitted effect of over 50% in size
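Luminescent Kinase-Glo Plus end-point after 45 min room-temperature reaction of T. brucei pyruvate kinase started with 130 uM ADP (final). Buffer TEA 50 mM pH 7.2 with KCl, MgCl2, BSA, Tween-20; titration-based qHTS with fitted concentration-effect curves.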
The depositor's hits bear a star; ? = inconclusive; nt = not tested or not shown; [ ] = another dose, or the depositor's remark. Unless noted, calls follow the shape of the dose curve; as a rule, active = well fitted curve in the direction sought with a large enough effect; inconclusive = small, poorly fitted or top-dose-only effect, or another doubt; inactive = no such curve, though single readings can be large; an effect the other way counts as inactive or inconclusive.

Each structure is followed by: AmpC inh no detg	Shiga toxin inh	LmPK inh	Pf growth 48h	Pf growth 96h	Cycloheximide cs	TbPYK inhibitor
O=C(Nn1cnnc1)c1ccc(Br)s1
→ -14.5%	-6.5	1.8%	5.9%	-6.4%	-1.2	5.2%
CCN(CC)S(=O)(=O)c1ccc(NC(=O)COC(=O)c2ccc(-n3nc(C)cc3C)cc2)cc1
→ -6.5%	9.9	1.3%	-11.5%	nt	22.7	-3.3%
C#CCOCCOCCOCCNc1nc(N2CCN(C(=O)[C@H]([C@@H](C)O)n3cc(CCCCN)nn3)CC2)nc(N2CCN(C(=O)[C@H](Cc3ccc(O)cc3)n3cc(CCO)nn3)CC2)n1
→ 247.1%[activator]	-5.1	0.3%	16.8%	-26.3%	-0.5	-3.8%
Cc1cccc(Nc2nc(N3CCN(C)CC3)nc(N)c2[N+](=O)[O-])c1
→ -19.2%	8.7	0.7%	2.1%	43.3%[activator]	7.8	1.9%
CC(=O)Nc1cccc(-n2nnc(SCC(=O)Nc3ccc(F)c(Cl)c3)n2)c1
→ -32.8%	-7.6	9.1%	-28.2%	?	-1.1	-1.5%
Cc1ccc(NC(=O)COC(=O)c2ccc3c(c2)OCCO3)cc1S(=O)(=O)N1CCOCC1
→ -29.9%	2.8	-3.2%	-9.5%	-20.1%	27.0	-9.1%
COCCOC(=O)C1=C(N)Oc2c(oc(CO)cc2=O)C1c1ccccc1F (stereo not drawn)
→ 0.7%	18.7	2.3%	-28.4%	nt	2.4	-1.5%
O=C(NCc1cccnc1)C(=O)NCC(c1ccco1)N1CCOCC1 (stereo not drawn)
→ -1.6%	18.9	9.2%	31.6%[activator]	57.4%[activator]	1.7	-10.0%
Cc1ccc(C(=O)N/C(=C\c2ccc(-c3cccc([N+](=O)[O-])c3)o2)C(=O)NCCCN2CCOCC2)cc1
→ 209.0%[activator]	-13.3	10.7%	?	?	-2.4	-8.5%
COCCCN1C(=O)C(=O)/C(=C(/O)c2ccc(OC)cc2C)C1c1cccnc1 (stereo not drawn)
→ -22.9%	-10.2	-3.8%	43.6%[activator]	148.4%[activator]	-2.0	3.6%
Cc1oc(/N=C/c2ccc(Cl)cc2)c(C#N)c1C
→ -8.9%	-12.3	6.4%	nt	-0.3%	-3.8	-0.8%
Cc1ccnc(NC(=O)c2ccc(NS(=O)(=O)/C=C/c3ccccc3)cc2)c1
→ -15.3%	nt	nt	21.8%	-16.4%	nt	-5.0%
CN(CC(=O)NCCN1CCCCCC1)S(=O)(=O)c1cccc2nsnc12
→ 56.5%	-2.6	1.5%	8.9%	-6.3%	-0.8	-2.3%
CC1CCN(C2=NC(=O)/C(=C/c3ccccc3F)S2)CC1
→ -6.1%	68.3*	-1.1%	1.9%[0.00184 µM]	32.4%[activator]	38.4*	-6.0%
COc1cccc(C(=O)Nc2ccc3nc(N4CCOCC4)cc(C)c3c2)c1
→ 97.6%[activator]	8.6	1.1%	14.7µM*	0.465µM*	-2.2	2.4%
COc1ccc(OC)c(C(C)NC(=O)C(C)Cc2ccccc2)c1 (stereo not drawn)
→ -1.0%	-15.0	-6.3%	-1.2%	99.7%[activator]	-1.2	-5.9%
COc1cccc(CC(=O)Nc2cc(S(=O)(=O)N3CCCCC3)ccc2C)c1
→ -39.2%	nt	nt	?	?	nt	6.0%
O=C(O)c1ccc(C(=O)C(=O)c2ccccc2)cc1
→ -18.5%	-4.8	-24.3%	?	-8.3%	9.2	-13.7%
Cc1ccc(CCNC(=O)C2CCC(CNc3c(N4CCCC4)c(=O)c3=O)CC2)cc1 (stereo not drawn)
→ -18.1%	-10.2	1.3%	nt	?	4.0	2.4%
Cc1cc(C)c(NC(=O)C(C)Sc2nc3ccc(N4C(=O)c5ccccc5C4=O)cc3s2)c(C)c1 (stereo not drawn)
→ -25.5%	-11.4	-1.8%	12.3%	11.5%	-3.3	-4.1%
CC(=O)C1=C(C)NC(SCC(N)=O)=C(C#N)C1c1cccnc1 (stereo not drawn)
→ -11.4%	12.0	10.9%	3.2%	-3.8%	-4.4	-14.4%
O=C(c1ccccc1)c1ccc(OCC(O)CNCc2cccc(Cl)c2)cc1 (stereo not drawn)
→ 32.3%	2.0	0.0%	-26.9%	-26.8%	1.1	-3.4%
O=C(Cn1cncc1-c1ccc([N+](=O)[O-])cc1)Nc1ccccc1F
→ -17.1%	-2.0	-3.1%	30.4%[activator]	59.0%[activator]	13.0	-25.6%
COc1ccc(CC(=O)Nc2c3c(nn2-c2ccccc2C)CS(=O)C3)cc1 (stereo not drawn)
→ -17.7%	-4.7	-1.1%	-5.9%	212.0%[activator]	-1.4	-2.7%
CCCC(C)C1C(C#N)=C(N)Oc2c1c(=O)oc1ccccc21 (stereo not drawn)
→ -7.8%	-3.3	-8.5%	-22.9%	0.7%	-1.9	-8.4%
COc1ccccc1NS(=O)(=O)c1ccc2oc(SCc3ccc(F)cc3)nc2c1
→ 3.2%	2.7	0.1%	-20.5%	?	3.1	7.4%
S=C(NCc1cccnc1)Nc1ccc(Cl)cc1Cl
→ -19.3%	23.4	-2.9%	11.5%	-28.2%	9.4	-5.7%
COc1cccc(NC(=O)CN2CCN(c3ccccc3F)CC2)c1
→ 5.3%	-6.7	-1.8%	-8.7%	11.2%	-2.0	5.3%
CCCSc1nc(SCC(=O)NCc2ccccc2)c2c3c(sc2n1)COC(C)(CC)C3 (stereo not drawn)
→ -1.2%	-4.8	3.2%	?	14.7µM*	-2.2	11.0%
CC(C)N(Cc1cnn(C)c1)C(=O)c1ccc(OC2CCN(Cc3ccccn3)CC2)cc1
→ 18.4%	-4.4	-0.6%	-0.4%	?	1.4	3.0%
O=C(CNC(=O)c1ccccc1F)N/N=C/c1cn[nH]c1-c1ccccc1
→ -22.4%	11.3	-0.2%	20.7%	0.0%	9.6	-1.8%
O=C(CSc1nnnn1C1CCCC1)Nc1ccc2c(c1)OCO2
→ -32.2%	41.0	2.2%	30.6%[activator]	?	2.5	3.0%
COc1ccccc1N1CCN(C(=O)c2ccc(NC3=NC4CS(=O)(=O)CC4S3)cc2)CC1 (stereo not drawn)
→ 32.2%	-1.8	-4.6%	14.2%	10.4µM*	6.6	2.4%
COC(=O)c1ccc(Cl)c(NC(=O)c2ccc(-c3ccccc3)cc2)c1
→ -4.3%	-13.4	0.5%	3.3%	-1.9%	1.9	nt
CS(=O)(=O)N1CCc2cc(S(=O)(=O)Nc3ccc4oc5c(c4c3)CCCC5)ccc21
→ -20.8%	2.9	-10.8%	5.1%	nt	-3.7	6.3%
Cc1cc(C)nc(Sc2ccc(/C=C(\C#N)C(=O)Nc3ccccc3)o2)n1
→ -7.2%	14.1	5.8%	-0.7%	nt	14.8	-12.5%
COc1ccc2c(CC(=O)OCC(=O)Nc3cc(C)c(C)cc3[N+](=O)[O-])coc2c1
→ -25.4%	1.3	2.6%	18.8%	30.1%[activator]	-7.3	-10.4%
CC(C)c1ccc(NC(=O)c2ccccc2NC(=O)C2CCCCC2C(=O)O)cc1 (stereo not drawn)
→ -20.9%	60.2*	-0.3%	140.6%[activator]	169.5%[activator]	39.1*	-4.4%
CC1(C(=O)N(Cc2ccccc2)Cc2ccccc2)CC1(Br)Br (stereo not drawn)
→ -27.3%	-10.9	-0.2%	-12.5%	?	0.9	0.8%
Cc1ccc(Cl)cc1NC(=O)COC(=O)c1ccc(COc2ccc3c(C)cc(=O)oc3c2)cc1
→ -39.0%	39.5*	0.6%	21.2%	-0.9%	-1.4	nt
O=C(Nc1ccccc1)c1nnn(Cc2ccccc2)c1NC(=O)C(F)(F)F
→ -18.3%	79.2*	19.0%	82.1%[activator]	-14.8%	45.3*	4.4%
Cc1c(NC(=S)NC(=O)Cc2ccccc2)cccc1C(=O)O
→ -8.0%	10.3	5.1%	-3.4%	44.0%[activator]	11.0	1.4%
COC(=O)C1=C(C)NC(C)=C(C(=O)OC)C1C(=O)OCc1nnc(-c2ccccc2)o1
→ -6.6%	nt	nt	8.6%	?	nt	-19.5%
COc1cccc(C(=O)Nc2ccc(C(=O)NCC(C)C)cc2)c1
→ -9.3%	12.0	2.8%	-9.0%	38.8%[activator]	-5.5	-8.5%
CSc1ncc(C(=O)O)c(C)n1
→ -11.4%	-5.1	0.0%	3.6%	12.7%	-1.8	4.2%
Cc1ccccc1-n1nnnc1SCC(=O)NNC(=O)c1ccc(NC(=O)CC#N)cc1
→ -17.5%	nt	nt	-12.0%	?	nt	8.5%
COc1ccc(N2CCN(C(=O)c3cc4c(s3)-c3ccccc3S(=O)(=O)C4)CC2)cc1
→ -3.3%	36.2	-25.5%	-17.2%	?	6.1	-7.3%
COc1cc(OC)cc(-n2nnnc2SCC(=O)N2CCCC2)c1
→ -9.3%	2.1	4.8%	14.7%	?	-3.0	-3.6%
O=C(c1cc(-c2ccccc2)nc2ccccc12)N1CCN(c2ccccc2O)CC1
→ 14.9%	46.5*	-3.6%	14.7µM*	9.28µM*	15.3*	-6.8%
Cc1cccc(N2CCN(C(=O)c3cn(C)c(=O)c4c3c3ccccc3n4C)CC2)c1C
→ 3.9%	-3.0	1.4%	?	?	1.3	-10.0%
CCC(C)NC(=O)CSc1n[nH]c(-c2cc(Cl)ccc2OC)n1 (stereo not drawn)
→ 6.5%	-11.8	3.6%	-5.3%	2.7%	4.4	-15.7%
O=C(COc1ccc(Cl)cc1)Nc1nnc(C2=COCCO2)o1
→ -25.1%	29.1	1.0%	-4.2%	-5.0%	-1.1	0.6%
Cc1cc(-c2nnc(SCC(=O)Nc3ccccc3Cl)n2C)no1
→ -18.8%	14.8	-9.7%	-23.4%	?	-1.4	-0.1%
CCOC(=O)c1oc2nc3c(cc2c1N)COC(C)(C)C3
→ -3.7%	81.9*	-2.3%	18.9%	0.6%[5.75 µM]	20.1*	1.1%
CCOC(=O)c1c(NC(NC(=O)C(C)C)C(Cl)(Cl)Cl)sc2c1CCC2 (stereo not drawn)
→ -38.8%	34.7	-0.2%	?	66.8%[activator]	15.5*	6.4%
CC[C@H](C)[C@@H](C(=O)NCCCCCCCCCCC(=O)N1CCN(C(=O)OC(C)(C)C)CC1)n1cc(CCCCN=C(NC(=O)OC(C)(C)C)NC(=O)OC(C)(C)C)nn1
→ 252.5%[activator]	nt	nt	1.17µM*	1.85µM*	nt	nt

Compound profiles, from the list above:
O=C(COc1ccc(Cl)cc1)Nc1nnc(C2=COCCO2)o1 is entered as AmpC inh no detg = -25.1%; Shiga toxin inh = 29.1; LmPK inh = 1.0%; Pf growth 48h = -4.2%; Pf growth 96h = -5.0%; Cycloheximide cs = -1.1; TbPYK inhibitor = 0.6%
COC(=O)c1ccc(Cl)c(NC(=O)c2ccc(-c3ccccc3)cc2)c1 is entered as AmpC inh no detg = -4.3%; Shiga toxin inh = -13.4; LmPK inh = 0.5%; Pf growth 48h = 3.3%; Pf growth 96h = -1.9%; Cycloheximide cs = 1.9; TbPYK inhibitor = nt
